Assay outcomes as filed in PubChem BioAssay.
PTHR1 agonist: PTHR1 (human) receptor agonism. Potency, µM (doses to about 115 µM), without a hit: at the highest dose activation, usual class: activators. actives 0.075% (n = 410,000). AID 743266. HEK293 GP2 PTHR1 cells, GloSensor cAMP luminescence, 1 h; active means well fitted activation curve with a large enough effect; inconclusive means small, poorly fitted or top-dose-only effect, or another doubt; inactive means no such curve, though single readings can be large or run the other way; further: potency means the concentration at half of the fitted maximal effect; nearly all actives have a fitted effect of over 55% in size; some results filed as inactive show a strong effect at the top dose; inactives centre near -15; many of its hits are not listed in these tables
Target sequence (Q03431 whole entry, looked up): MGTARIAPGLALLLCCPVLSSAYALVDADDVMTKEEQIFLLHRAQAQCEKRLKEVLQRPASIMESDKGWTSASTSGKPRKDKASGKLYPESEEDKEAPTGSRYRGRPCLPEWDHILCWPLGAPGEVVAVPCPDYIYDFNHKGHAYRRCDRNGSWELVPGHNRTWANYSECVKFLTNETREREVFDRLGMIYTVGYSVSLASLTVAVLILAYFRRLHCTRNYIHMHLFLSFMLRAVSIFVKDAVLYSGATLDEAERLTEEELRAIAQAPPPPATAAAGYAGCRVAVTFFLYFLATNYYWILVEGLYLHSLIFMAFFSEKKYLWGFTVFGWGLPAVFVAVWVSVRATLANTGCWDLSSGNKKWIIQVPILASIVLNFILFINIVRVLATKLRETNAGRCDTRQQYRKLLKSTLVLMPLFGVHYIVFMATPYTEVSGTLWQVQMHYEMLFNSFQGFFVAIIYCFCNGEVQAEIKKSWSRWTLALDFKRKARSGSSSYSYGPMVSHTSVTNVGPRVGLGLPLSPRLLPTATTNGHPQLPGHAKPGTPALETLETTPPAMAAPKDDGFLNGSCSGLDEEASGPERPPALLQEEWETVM
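HEK-293-derived GP2 cells expressing PTHR1 and a GloSensor cAMP reporter, 3,000/well, plated overnight, given luciferin plus IBMX (each 0.5 mM as added) for 1 h at 37 °C, then compound for 1 h at 37 °C. Luminescence was read after 15 min at room temperature.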
D3 ag: D3 dopamine receptor (human) agonism. D3R DiscoveRx beta-arrestin cells, luminescence, 90 min. P35462. AID 652048. max activation, %. actives 0.58% (n = 410,000); in the data active means max activation above about 30%; further: 0% is about no effect; mostly tested at two doses, the higher about 12 µM
Target sequence (P35462 whole entry, looked up): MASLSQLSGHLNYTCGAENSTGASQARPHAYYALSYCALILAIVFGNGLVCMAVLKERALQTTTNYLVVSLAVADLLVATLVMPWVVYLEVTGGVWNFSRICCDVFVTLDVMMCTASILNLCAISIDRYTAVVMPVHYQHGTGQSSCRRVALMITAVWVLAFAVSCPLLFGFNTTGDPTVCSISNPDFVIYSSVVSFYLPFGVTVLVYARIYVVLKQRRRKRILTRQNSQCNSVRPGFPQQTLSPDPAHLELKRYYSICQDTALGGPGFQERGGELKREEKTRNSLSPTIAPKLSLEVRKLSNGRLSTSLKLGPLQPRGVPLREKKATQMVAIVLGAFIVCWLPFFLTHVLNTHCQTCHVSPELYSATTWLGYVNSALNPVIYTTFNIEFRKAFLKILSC
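Agonist-mode cell screen: cells plated at 1500/well and incubated overnight at 37 °C, then exposed to library compounds for 90 min at 37 °C. Detection reagent was added for 30–60 min at room temperature, and luminescence was read.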
* hit, by the source's call; i = inactive; u = inconclusive; [ ] = another dose, or the depositor's remark.

Second line of a record – PTHR1 agonist, D3 ag
1: CCN(CC)c1nc(-c2ccccc2Cl)c2cc(Br)ccc2n1
→ 9%, 5
2: Cc1ccc(-n2ncc(C(=O)NCc3ccco3)c2C2CCN(C(=O)OC(C)(C)C)CC2)cc1C
→ i, 2
3: COc1ccc(CNC(=O)CCS(=O)(=O)c2cc(Br)cc3c2N(C(=O)C2CC2)CC3)cc1
→ i, 3
4: Cc1cccc(C)c1OCC(=O)Nc1nonc1-c1ccc(Br)cc1
→ -30%, 8
5: Cc1nnc(SCc2cc(=O)n3c(C)cccc3n2)s1
→ -3%, -3
6: Cc1ccccc1CC1C(=O)Nc2ccc(Br)cc21 (stereo unspecified)
→ -14%, 10
7: COc1ccccc1C(=O)Nc1cccc(OCc2cc(=O)n3c4c(sc3n2)CCCC4)c1
→ -92%[inhibitor], 3
8: CSc1ccc(CCNS(=O)(=O)c2cc(-c3cc(C)no3)ccc2C)cc1
→ -21%, 13
9: CCOC(=O)C1=C(CS(=O)(=O)c2ccc(OC)c(Cl)c2)NC(=O)NC1c1cccc(OC)c1 (stereo unspecified)
→ i, -8
10: Cc1c(C(=O)Nc2cccc(-c3nc4ccccc4s3)c2)oc2ccccc12
→ -6%, -2
11: CN1CCN(C(c2ccccc2)c2sc3nc(-c4ccco4)nn3c2O)CC1 (stereo unspecified)
→ i, -5
12: O=C(CSc1nc2ccccc2nc1Cc1ccccc1)Nc1ccccc1C(F)(F)F
→ i, 7
13: COc1ccc(-c2[nH]ncc2C(=O)NCc2ccccc2C)cc1
→ i, 1
14: CCOc1ccc(N2CC(c3nc(-c4cc(OC)c(OC)c(OC)c4)no3)CC2=O)cc1 (stereo unspecified)
→ -14%, 2
15: CCOC(=O)c1c(-c2ccc(OC)c(OC)c2)csc1NC(=O)c1ccc(C)cc1
→ i, -2
16: CCSc1nn(CC(=O)Nc2ccc(C(=O)OC)cc2)c(N)c1S(=O)(=O)c1ccc(C)cc1
→ i, -17
17: O=C(CCNS(=O)(=O)c1ccc2c(c1)CCN2C(=O)C1CC1)N1CCN(c2cccc(C(F)(F)F)c2)CC1
→ -43%[inhibitor], -8
18: COc1ccc(Cn2c(C(=O)O)c(CNCc3ccc(C)o3)c3ccc(C)cc32)cc1
→ i, -12
19: CCn1c(CNC(=O)c2ccc(OC)cc2)nnc1SCC(=O)Nc1ccccc1
→ -7%, -9
20: Cc1c(Cl)cccc1NC(=O)c1cc(-c2ccc3c(c2)OCO3)on1
→ 0%, 3
21: CCN(Cc1ccccc1)S(=O)(=O)c1ccc(F)c(C(=O)Nc2ccc(C(C)C)cc2)c1
→ -18%, -2
22: COc1ccc(Nc2ncc(C(=O)Nc3cccc(OC)c3)c3ccccc23)cc1
→ -9%, 4
23: CCCCN(CC)C(=O)CSc1nc2n[nH]c(C)c2c(=N)n1-c1cccc(OC)c1
→ 7%, 7
24: O=C(Cn1ccn(-c2ccc(F)cc2)c(=O)c1=O)Nc1ccc(F)cc1
→ -21%, 5
25: O=C(c1c2c(nc3ccccc13)C(=O)N(C1CCCCC1)C2)N1CCN(c2ccc(F)cc2)CC1
→ i, 2
26: CCCOc1cccc(C(=O)Nc2cccc(NC(=O)c3ccc(C(C)(C)C)cc3)c2)c1
→ i, 14
27: CCOc1ccccc1N1CCN(S(=O)(=O)c2ccc(C3CCCCC3)cc2)CC1
→ i, -9
28: CC(=O)N1CCc2cc(S(=O)(=O)NC(Cc3ccccc3)C(=O)NCc3ccccc3Cl)ccc21 (stereo unspecified)
→ -59%[inhibitor], -2
29: Cc1ccn2c(Nc3ccccc3)c(-c3c[nH]c4ccccc34)nc2c1
→ -9%, -4
30: Cc1ccc(NC(=O)Cn2c(=O)n(Cc3nc(-c4ccccc4)no3)c(=O)c3ccccc32)c(C)c1
→ -5%, 2
31: O=C(NCCc1ccccc1Cl)C1CCN(c2nc3ccccc3nc2C(F)(F)F)CC1
→ -15%, 1
32: Cc1ccccc1OC(=O)c1snnc1C
→ -13%, 10
33: CCc1ccccc1NC(=O)Cc1c(C(=O)O)[nH]c2ccc(Cl)cc12
→ -4%, 2
34: CC(C)c1ccc(NC(=O)CN2C=NS(=O)(=O)c3ccccc32)cc1
→ -32%[inhibitor], -22
35: Cc1ccc(CNC(=O)c2cccc(N3CCCS3(=O)=O)c2)cc1
→ -47%[inhibitor], 10
36: Cc1ccc(OCC(=O)Nc2ccccc2C(=O)OCc2cc(=O)n3nc(C4CC4)sc3n2)cc1
→ i, 37*
37: CC(=O)Nc1ccc(NS(=O)(=O)c2c(C(=O)N3CCCCCC3)c(C)n(C)c2C)cc1
→ i, 7
38: Cc1ccc(S(=O)(=O)NCCc2cn3ccsc3n2)cc1
→ -24%, 17
39: CCOc1ccc(CCNC(=O)c2oc(=O)c3ccccc3c2-c2ccc(C)cc2)cc1OCC
→ -19%, 13
40: CC(C)Oc1ccc(CNC(=O)c2sc3ncccc3c2-n2cccc2)cc1
→ -36%[inhibitor], -8
41: Cc1ccc(C(=O)CSc2nc(-c3ccccc3)nc3c2CCCC3)c(C)c1
→ i, 3
42: COc1ccc(NC(=O)c2sc3nc(-c4cc5ccc(OC)cc5oc4=O)[nH]c(=O)c3c2C)cc1
→ 4%, -10
43: CC(C)COc1ccc(C(=O)Nc2cc3nn(-c4ccccc4)nc3cc2Cl)cc1
→ i, 2
44: CCOC(=O)C1CCCN(C(=O)c2ccc(C)c(NC(=O)c3nsc4ccccc34)c2)C1 (stereo unspecified)
→ -44%[inhibitor], -19
45: O=C(Nc1ccc(F)cc1F)c1cc2ccc3cccnc3c2[nH]1
→ -41%[inhibitor], 1
46: Cc1cc(C)n(-c2nc3cc(Cl)ccc3nc2N2CCN(c3ccccc3F)CC2)n1
→ -76%[inhibitor], 14
47: CCCCSc1ncnc2c1c(-c1ccccc1)cn2-c1cccc(F)c1
→ -9%, -13
48: Cc1ccc(-n2nc(CO)c(C(=O)NCc3cccs3)n2)cc1
→ i, -8
49: Cc1cccc(CCNC(=O)c2ccc3c(c2)N(Cc2ccccc2F)C(=O)c2ccccc2S3)c1
→ i, 7
50: CCOC(=O)c1ccc(NC(=O)CN(c2ccc(C)cc2)S(=O)(=O)c2c(C)noc2C)cc1
→ i, 5
51: CCC(=O)N1N=C(c2ccc(OC)cc2)CC1c1cn(-c2ccccc2)nc1-c1cccs1 (stereo unspecified)
→ u, -10
52: O=C(CSc1nc2c([nH]c3ccccc32)c(=O)n1-c1ccccc1)N1CCCCC1
→ i, -9
53: Cc1csc2nc(COc3ccccc3NC(=O)c3ccccc3Cl)cc(=O)n12
→ -23%, 1
54: CCN(CC)S(=O)(=O)c1cc(-c2ccc(=O)n(C(C)C(=O)Nc3cccc(C#N)c3)n2)ccc1C (stereo unspecified)
→ -66%[inhibitor], -9
55: Cc1cc(C)cc(NC(=O)C2CCN(c3nnc(-n4c(C)ccc4C)s3)CC2)c1
→ -10%, 5
56: COc1ccc(OC)c(NC(=O)CSc2nc3ccccc3nc2N2CCCCC2)c1
→ i, -7
57: O=C(CSc1ncc2c(n1)-c1ccccc1N(Cc1ccc(Cl)cc1)S2(=O)=O)c1ccc(Cl)cc1
→ -2%, -14
58: CCC(C(=O)Nc1ccccc1C(=O)OC)n1c(C)c2cnn(-c3ccccc3)c(=O)c2c1C (stereo unspecified)
→ -22%, -20
59: COc1ccc(OC)c(CNC(=O)c2cc3ccc4cccnc4c3[nH]2)c1
→ i, -1
60: CCCSc1nc(-c2ccccc2)[nH]c1S(=O)(=O)c1ccc(C)cc1
→ -44%[inhibitor], 4

The list continues.
Second line of a record – PTHR1 agonist, D3 ag
61: CCOc1ccc(NC(=O)CSc2nc(-c3ccc(OC)cc3)nc3c2Cc2c(CO)cnc(C)c2O3)cc1
→ -2%, -5
62: CCOc1ccccc1NC(=O)Cn1c(=O)n(-c2ccc(C)c(C)c2)c(=O)c2c(C)c(C(=O)N(C)C)sc21
→ -23%, -13
63: O=C(NCCc1csc2nc(-c3ccccc3F)nn12)c1ccccc1C(F)(F)F
→ 9%, 8
64: Cc1cccn2c(=O)c3cc(C#N)c(=O)n(-c4nnc(SCc5ccc(Cl)cc5)s4)c3nc12
→ i, 2
65: CCCN(CCC)CCNC(=O)C1CCCN(S(=O)(=O)c2cccc3nsnc23)C1 (stereo unspecified)
→ -5%, -8
66: CCCCN(CC)C(=O)c1c[nH]c2ccc(S(=O)(=O)N(C)c3ccc(Cl)cc3)cc2c1=O
→ -2%, 4
67: Cc1ccc(Cn2c(CO)cnc2SCc2ccc(F)cc2)cc1
→ -21%, -6
68: COc1cccc(NC(=O)c2csc3c2CCCCC3)c1
→ -5%, 44*
69: CCOc1ccc(N(C(C)C(=O)Nc2cc(Cl)ccc2OC)S(C)(=O)=O)cc1 (stereo unspecified)
→ -10%, -1
70: COc1ccc(OC)c(CNC(=O)C2CCCN(c3ncnc4onc(-c5ccc(F)cc5)c34)C2)c1 (stereo unspecified)
→ i, 0
71: O=C(c1ccc2c(c1)OCCO2)N(Cc1cccnc1)c1nc2c(Cl)cccc2s1
→ -14%, 6
72: CCOC(=O)COc1ccc(CC)cc1C(=O)c1ccn2nc(-c3ccc(C)cc3)cc2n1
→ -36%[inhibitor], 1
73: COc1cc(C(=O)Nc2cc(C)c(O)c(-c3nc4ccccc4s3)c2)cc(OC)c1OC
→ u, -9
74: O=S(=O)(c1ccccc1)c1nnn2c1nc(NC1CCCCC1)c1sccc12
→ 10%, 2
75: Cc1cccc(NC(=O)CCCn2nc(C)c3c(C)n(-c4ccccc4)nc3c2=O)c1C
→ i, 8
76: CCOc1ccc(/C=C/C(=O)Nc2sc3c(c2C(=O)OC)CCCC3)cc1
→ -12%, 6
77: O=C(C1CCC(Cn2c(=O)c3sccc3n(Cc3ccccc3F)c2=O)CC1)N1CCCCC1 (stereo unspecified)
→ -35%[inhibitor], -24
78: COc1cc(Cl)c(C)cc1NC(=O)c1ccc2c(Cl)c3c(nc2c1)CCC3
→ i, -8
79: CCn1nnc2cc(C(=O)Nc3ccc(C)c(Cl)c3)ccc21
→ -20%, -15
80: COc1ccc(NC(=O)c2cc3c(=O)n(Cc4cccnc4)ccc3nc2C)cc1Cl
→ -14%, -18
81: Cc1nnc(N2CCC(C(=O)N3CCCCC3)CC2)c2nn(-c3ccccc3)c(C)c12
→ u, -4
82: COc1cc(OC)c(Nc2nc3ccc(C)cc3n3nnnc23)cc1Cl
→ 21%, -7
83: Cc1cc(S(=O)(=O)C(CNC(=O)COc2ccccc2)c2cccs2)ccc1F (stereo unspecified)
→ 8%, -4
84: COc1ccc(N2CCN(C(CNC(=O)C(=O)NCCc3ccccc3)c3cccnc3)CC2)cc1 (stereo unspecified)
→ i, 10
85: Cc1cccc(NC(=O)C2CCCN(c3nc4ccccc4s3)C2)c1C (stereo unspecified)
→ -1%, -2
86: Cc1cc(C)c2c(NC(=O)c3ccccc3Cl)c(C(=O)NCc3ccc(Cl)cc3)sc2n1
→ i, 4
87: CCC1CN(S(=O)(=O)c2cc(-c3cc(C)no3)ccc2OC)c2cc(Cl)ccc2O1 (stereo unspecified)
→ 10%, -24
88: CCOc1ccccc1CNS(=O)(=O)c1cc2c(cc1C)NC(=O)CO2
→ -35%[inhibitor], -17
89: Cc1ccc(C)c(N2CCN(c3nc4ccccc4c(=O)n3-c3ccc(Cl)cc3)CC2)c1
→ -5%, 4
90: Cc1ccc(-n2ncc3c(NCCc4ccc(S(N)(=O)=O)cc4)ncnc32)cc1
→ -31%[inhibitor], 4

Values in list order from the list:
Nos. 79 to 90 in D3 ag, in turn: -15, -18, -4, -7, -4, 10, -2, 4, -24, -17, 4, 4
Nos. 79 to 90 in PTHR1 agonist, in turn: -20%, -14%, u, 21%, 8%, i, -1%, i, 10%, -35%[inhibitor], -5%, -31%[inhibitor]

Part of the list above, set out differently.
88) CCOc1ccccc1CNS(=O)(=O)c1cc2c(cc1C)NC(=O)CO2
79) CCn1nnc2cc(C(=O)Nc3ccc(C)c(Cl)c3)ccc21

Screen / compound no.	88	79
PTHR1 agonist	-35%[inhibitor]	-20%
D3 ag	-17	-15

Rewritten with each value named: 2 of the compounds above.
39	CCOc1ccc(CCNC(=O)c2oc(=O)c3ccccc3c2-c2ccc(C)cc2)cc1OCC
  PTHR1 agonist: -19%
  D3 ag: 13
40	CC(C)Oc1ccc(CNC(=O)c2sc3ncccc3c2-n2cccc2)cc1
  PTHR1 agonist: -36%[inhibitor]
  D3 ag: -8

(more compounds)
Second line of a record – PTHR1 agonist, D3 ag
91: O=C(NCCCN1CCN(c2ccccc2)CC1)c1ccc2nc(CCc3ccccc3)oc2c1
→ -35%[inhibitor], 12
92: CCc1cccc(C)c1NC(=O)Cn1ccn(-c2ccc(F)cc2)c(=O)c1=O
→ -10%, 3
93: Cc1cc(Br)ccc1NC(=O)C1(S(=O)(=O)c2ccc(Cl)cc2)CC1
→ -14%, 4
94: CSc1ccc(CCNC(=O)CCc2c(C)nc3c4cccnc4nn3c2C)cc1
→ 2%, -14
95: CCOc1ccc(C2c3c(-c4cc(C)ccc4O)n[nH]c3C(=O)N2Cc2cccnc2)cc1OCC (stereo unspecified)
→ 14%, -9
96: CCCOc1ccccc1C(=O)Nc1ccc(-c2nc3ccc(C)cc3s2)cc1
→ -24%, -9
97: COc1ccc(C(=O)Nc2cc(S(=O)(=O)c3ccc(Cl)cc3)c(O)c(C)c2C)cc1
→ -46%[inhibitor], -15
98: CCc1ccc(NC(=O)Cn2ncc3c(C)n(Cc4cccc(Cl)c4)c(C)c3c2=O)cc1
→ -14%, 1
99: Cc1ccc(C)c(NC(=O)CSc2ncc3c(n2)-c2ccc(Cl)cc2N(C)S3(=O)=O)c1
→ -4%, 8
100: COc1ccc(C(=O)c2c(N)c(-c3nc(-c4ccc(OC)cc4)cs3)c3ccccn23)cc1
→ i, 6

An excerpt. The share of hits here may be higher or lower than overall.
